AMA1 RON2 block = AMA1-RON2 (P. falciparum) interaction inhibition; Potency, µM (titrated, usually from 58.2 µM), for the others: at the top dose activity change, negative = inhibition, usual class: inhibitors; AlphaScreen AMA1-biotinylated RON2 peptide binding; 0.2% of 360,000 active; AID 720542;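 note: potency is the fitted concentration of half-maximal effect; 0% = vehicle wells and -100% = peptide control; nearly all actives have a fitted effect of over 45% in size; some results filed as inactive show a strong effect at the top dose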
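AMA1 (3D7) with his tag at 25 nM final met compounds first, then biotinylated RON2 peptide at 25 nM; detection used donor plus acceptor beads, 10 µg/mL apiece, read by AlphaScreen after 30 min at room temperature.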
Shiga toxin inh = inhibitors of Shiga toxin in Vero cells | Vero cells, Shiga toxin protein synthesis inhibition reporter | inhibition, % at 38.7 µM | 9.2% of 290,000 active; in the data active = inhibition mostly above about 28%, no sharp cut-off; inactive = mostly below about 43%; note: 0% is about no effect
HCMV antiviral = human cytomegalovirus inhibition. activity change, negative = inhibition, % at 57.5 µM. HFF cells, HCMV-luciferase reporter, 72 h; hits give low values. 4.5% of 410,000 active. AID 1259415; in the data active = activity change below about -60%; inconclusive = no clear call, values can overlap the other calls; inactive = above about -39%; note: % is set by controls: 0 for no effect and ±100 for the full control effect
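Cell-based, HFFs, 1000 cells/well, 16 h 37C; cpds in DMSO + HCMV-luc, MOI 1 PFU/cell; 72 h 37C; OneGlo luminescence after 5 min RT; norm. to buffer vs Salinomycin 10uM.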
Giardia FBPA inh = inhibitors of Giardia lamblia fructose-1,6-bisphosphate aldolase; AID 2451; 0.71% of 290,000 active; purified Giardia FBPA; Potency, µM (top dose mostly 59.6 µM), for inactives: at the top dose activity, negative = inhibition, hits mostly inhibitors; A8B2U2; note: potency is the fitted concentration of half-maximal effect; % is set by controls: 0 for no effect and ±100 for the full control effect; nearly all actives have a fitted effect of over 55% in size
Target sequence (A8B2U2 whole entry, looked up): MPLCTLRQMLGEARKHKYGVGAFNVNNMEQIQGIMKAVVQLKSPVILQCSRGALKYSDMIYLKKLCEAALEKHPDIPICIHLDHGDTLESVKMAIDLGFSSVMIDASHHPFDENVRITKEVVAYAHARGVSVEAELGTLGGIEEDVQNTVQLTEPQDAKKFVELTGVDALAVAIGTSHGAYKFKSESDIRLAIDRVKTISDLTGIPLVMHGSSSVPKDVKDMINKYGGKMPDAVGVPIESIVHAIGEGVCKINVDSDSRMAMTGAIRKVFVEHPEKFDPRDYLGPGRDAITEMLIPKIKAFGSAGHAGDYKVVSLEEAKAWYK
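40 nM FBPA preincubated 10 min at RT with compound (up to 57.5 uM final), then substrate plus GAPDH/TPI/NAD/arsenate coupling and diaphorase/resazurin added. Fluorescence read after 20 min at RT, 525/598 nm.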
AmpC inh no detg = AmpC beta-lactamase inhibition without detergent; AmpC nitrocefin hydrolysis, absorbance 480 nm, 0.0001% Triton; 0.52% of 330,000 active; Potency, µM (top dose mostly 57.1 µM), without a hit: at the highest dose activity change, negative = inhibition, hits mostly inhibitors;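 note: potency is the fitted concentration of half-maximal effect; plate controls were no compound for no effect and no enzyme for full effect; nearly all actives have a fitted effect of over 20% in size; some results filed as inactive show a strong effect at the top dose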
Target sequence (P00811 whole entry, looked up): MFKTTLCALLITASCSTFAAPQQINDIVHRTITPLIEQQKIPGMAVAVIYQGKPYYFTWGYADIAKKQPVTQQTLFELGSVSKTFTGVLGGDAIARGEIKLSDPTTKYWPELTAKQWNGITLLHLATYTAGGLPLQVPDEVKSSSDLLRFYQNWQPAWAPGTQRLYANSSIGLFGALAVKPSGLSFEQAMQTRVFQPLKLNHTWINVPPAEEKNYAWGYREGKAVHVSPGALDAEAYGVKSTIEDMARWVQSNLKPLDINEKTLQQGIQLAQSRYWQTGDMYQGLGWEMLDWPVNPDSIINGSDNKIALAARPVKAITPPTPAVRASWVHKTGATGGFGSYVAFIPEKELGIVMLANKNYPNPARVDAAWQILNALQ
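20 mM phosphate pH 7.0 + 0.01% (detergent screen) or 0.0001% Triton X-100; 5.3 nM AmpC reagent; cpd preinc 15 min RT; nitrocefin (800 uM stock) to start; A480 q20 s × 4 min; Activity was normalised to no-enzyme and no-compound control wells.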
CHX counter = counter-screen for Shiga toxin inhibitors: cycloheximide protein synthesis inhibition; cell reporter, cycloheximide protein synthesis inhibition counterscreen; max response, %; 12% of 300,000 active; in the data active = max response mostly above about 13%, no sharp cut-off; inactive = mostly below about 14%; note: read at 38.3 µM for the half of the compounds with a filed dose; 0% is about no effect
AmpC inh detg = inhibitors of E. coli AmpC beta-lactamase with detergent; AID 485294; 0.041% of 370,000 active; AmpC hydrolysis of nitrocefin, absorbance 480 nm, 0.01% Triton; P00811; Potency, µM (highest dose often 114 µM), for the others: top-dose activity change, negative = inhibition, usual class: inhibitors;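 note: potency is the fitted concentration of half-maximal effect; 0% = no-compound wells and -100% = no-enzyme wells; nearly all actives have a fitted effect of over 25% in size; some results filed as inactive show a strong effect at the top dose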
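20 mM phosphate pH 7.0 + 0.01% (detergent screen) or 0.0001% Triton X-100; 5.3 nM AmpC reagent; cpd preinc 15 min RT; nitrocefin (800 uM stock) to start; A480 q20 s × 4 min; Activity was normalised to no-enzyme and no-compound control wells.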
* = called active by the depositor; ? = inconclusive; . = not tested or not shown; & = joins results of further samples; [ ] = remark or other dose. Unless noted, calls come from the whole dose curve; as a rule, active = well fitted curve in the direction sought with a large enough effect; inconclusive = small, poorly fitted or top-dose-only effect, or another doubt; inactive = no such curve, though single readings can be large; an effect the other way counts as inactive or inconclusive.

Values run as follows: AMA1 RON2 block	Shiga toxin inh	HCMV antiviral	Giardia FBPA inh	AmpC inh no detg	CHX counter	AmpC inh detg
- O=C1CC(c2ccccc2)Cc2nc(NCc3ccco3)ncc21 (stereo unspecified)
    -13.7%	-12.1	-30.3	1.0%	-16.2%	-2.9	-12.9%
- O=C(NCC(c1cccnc1)N1CCOCC1)c1ccc2c(c1)OCO2 (stereo unspecified)
    23.0%	31.6	65.0	1.0%	-12.6%	10.4	-8.8%
- CCN(CC)S(=O)(=O)c1cc(NC(=O)CSc2nnc(N)s2)ccc1C
    9.4%	.	5.2	.	-36.1%	.	0.4%
- CC1CN(C(=S)Nc2ccc(Br)cc2)CC(C)O1 (stereo unspecified)
    4.7%	-4.8	-27.1	-6.0%	-28.8%	-2.7	-8.3%
- O=C(NCCCN1CCOCC1)[C@@H]1CSC2c3ccccc3C(=O)N21 (stereo partly specified)
    -7.2%	-12.4	-13.0	2.4%	8.6%	-4.3	0.5%
- C/C(=N\NC(=O)Cc1ccc(Cl)cc1)c1ccc(F)cc1
    7.4%	-6.8	0.1	14.4%	-11.4%	0.8	4.3%
- CC(=C/c1ccccc1)/C=N/NC(=O)c1ccccn1
    96.2%[activator]	23.2*	6.6	-5.7%	-14.5%	32.9*	0.9%
- O=C(COc1ccc(Br)cc1Cl)Nn1cnnc1
    7.6%	-4.4	-12.0	17.2%	-35.2%	-5.8	-2.5%
- COc1ccc(NC(=O)CCNS(=O)(=O)c2cc(Br)cnc2N)c(OC)c1
    -12.1%	-11.5	-27.4	.	-23.4%	-2.7	-3.9%
- O=C(O)Cc1c(Cl)ccc(Cl)c1Cl
    .	-14.2	.	10.6%	.	-1.8	.
- N#CCOC(=O)C1c2ccccc2Oc2ccccc21
    4.1%	-12.4	8.4	-4.7%	-1.6%	-3.1	-11.0%
- Cn1cc(CN2CCC(O)CC2)c(-c2ccc(Oc3ccccc3)cc2)n1
    -3.2%	-4.5	-39.2	5.0%	37.7%	-2.9	3.1%
- O=C(CCCCCN1C(=O)c2ccccc2C1=O)Nc1ccccc1
    -1.8%	-47.6	4.1	-1.1%	-12.8%	-3.4	?
- CCCCN(CC)Cc1ccc(CNC(=O)Nc2ccc(Cl)cc2)o1
    -14.2%	-15.4	-17.3	6.3%	-1.2%	-2.3	-4.3%
- Cc1cc(C)n(C(=O)/C=C/c2cccs2)n1
    -3.4%	64.4*	19.8	0.1%	-5.8%	28.6*	-0.3%
- O=C1CC(c2ccco2)CC2=C1C1c3ccccc3C(=O)N1c1ccccc1N2 (stereo unspecified)
    -8.1%	-4.5	-24.2	3.7%	-44.3%	-1.5	3.3%
- COc1cccc(CN(C(=O)c2ccccc2)C2CCS(=O)(=O)C2)c1 (stereo unspecified)
    20.5%	-1.7	-18.4	-4.6%	13.4%	-5.3	8.8%
- C=CCn1c(Oc2ccc(C(=O)OC)cc2)nc2c1c(=O)n(C)c(=O)n2C
    -7.8%	14.1	-6.2	0.3%	-1.7%	-5.2	5.1%
- CN1CCN(C(=O)c2cc(Br)cn2C)CC1
    1.5%	-3.0	-34.6	4.7%	-11.8%	-3.6	-17.7%
- CC(C)Oc1ccc(C(=O)Nc2cccc3cccnc23)cc1
    -4.2%	59.3*	-16.1	-13.6%	-29.1%	26.9*	-5.8%

Some of the entries above in another layout.
SMILES	AMA1 RON2 block	Shiga toxin inh	HCMV antiviral	Giardia FBPA inh	AmpC inh no detg	CHX counter	AmpC inh detg
O=C1CC(c2ccccc2)Cc2nc(NCc3ccco3)ncc21 (stereo unspecified)	-13.7%	-12.1	-30.3	1.0%	-16.2%	-2.9	-12.9%
O=C(NCC(c1cccnc1)N1CCOCC1)c1ccc2c(c1)OCO2 (stereo unspecified)	23.0%	31.6	65.0	1.0%	-12.6%	10.4	-8.8%
CCN(CC)S(=O)(=O)c1cc(NC(=O)CSc2nnc(N)s2)ccc1C	9.4%	.	5.2	.	-36.1%	.	0.4%
CC1CN(C(=S)Nc2ccc(Br)cc2)CC(C)O1 (stereo unspecified)	4.7%	-4.8	-27.1	-6.0%	-28.8%	-2.7	-8.3%
O=C(NCCCN1CCOCC1)[C@@H]1CSC2c3ccccc3C(=O)N21 (stereo partly specified)	-7.2%	-12.4	-13.0	2.4%	8.6%	-4.3	0.5%
C/C(=N\NC(=O)Cc1ccc(Cl)cc1)c1ccc(F)cc1	7.4%	-6.8	0.1	14.4%	-11.4%	0.8	4.3%
CC(=C/c1ccccc1)/C=N/NC(=O)c1ccccn1	96.2%[activator]	23.2*	6.6	-5.7%	-14.5%	32.9*	0.9%
O=C(COc1ccc(Br)cc1Cl)Nn1cnnc1	7.6%	-4.4	-12.0	17.2%	-35.2%	-5.8	-2.5%
COc1ccc(NC(=O)CCNS(=O)(=O)c2cc(Br)cnc2N)c(OC)c1	-12.1%	-11.5	-27.4	.	-23.4%	-2.7	-3.9%
O=C(O)Cc1c(Cl)ccc(Cl)c1Cl	.	-14.2	.	10.6%	.	-1.8	.
N#CCOC(=O)C1c2ccccc2Oc2ccccc21	4.1%	-12.4	8.4	-4.7%	-1.6%	-3.1	-11.0%

Continuation:
Values run as follows: AMA1 RON2 block	Shiga toxin inh	HCMV antiviral	Giardia FBPA inh	AmpC inh no detg	CHX counter	AmpC inh detg
- CCNC(=O)Cn1c(=O)c(=O)n(Cc2ccccc2)c2ccc(Cl)cc21
    6.9%	-3.4	-21.8	4.9%	-9.2%	-1.6	-10.9%
- CCN(CC)C(=O)[C@H]1C[C@H](CC(=O)NC(C)(C)C)C(=O)N2CCc3c([nH]c4ccc(Cl)cc34)[C@]12C
    -11.4%	.	-24.1	.	210.3%[activator]	.	.
- COc1cccc(CN2CCN(C(=O)c3cccc(OC)c3)CC2)c1
    ?	-14.8	31.9	?	24.1%	-1.0	-9.1%
- O=C(C1=C[C@@H](c2ccc3c(c2)OCO3)C[C@@H](OCCCCO)O1)N1CCN(Cc2ccc3c(c2)OCO3)CC1
    1.0%	-7.8	-23.0	4.5%	227.7%[activator]	1.0	5.6%
- COc1cccc(NC(=O)NNC(=O)c2ccc3c(c2)NC(=O)C(C)(C)O3)c1
    29.8%	-7.6	-20.7	.	-19.2%	-10.5	0.2%
- CC1CC(C)CN(S(=O)(=O)N2CCCC(C(=O)NCCCN3CCOCC3)C2)C1 (stereo unspecified)
    -5.5%	15.3	19.6	5.0%	59.2%	-5.2	-3.0%
- O=[N+]([O-])c1ccc2c(c1)C(O)n1ncnc1S2 (stereo unspecified)
    -4.0%	16.9	12.6	0.5%	-4.5%	12.6	-2.3%
- Cc1c(NC(=O)CN2C(=O)NC3(CCCCC3)C2=O)c(=O)n(-c2ccccc2)n1C
    -12.3%	20.0	-22.3	5.2%	-20.0%	0.7	1.0%
- CCNC(=S)NNC(=O)c1ccc(OC)cc1
    15.6%	10.7	3.7	0.1%	-13.3%	0.8	0.3%
- NS(=O)(=O)c1ccc(CCNC(=O)CNC(=O)c2ccccc2F)cc1
    -12.3%	-4.6	-19.0	.	-19.4%	2.5	1.8%
- Cc1ccc(/C=N/n2c(C)n[nH]c2=S)o1
    -3.2%	12.8	64.4	?	-2.7%	-4.0	1.7%
- Cc1ccc(/C=N/NC(=O)Nc2ccccc2)o1
    -0.2%	99.9*	41.2	-3.8%	-20.9%	53.8*	?
- NC(=S)Nc1nccc(-c2cccs2)n1
    18.6%	60.9*	52.1	3.0%	-8.2%	40.8*	1.5%
- Cc1csc2ncc(C(=O)N3c4ccccc4CC3C)c(=O)n12 (stereo unspecified)
    11.4%	12.5	33.6	5.8%	4.3%	-5.3	?
- Nc1ccc(C(=O)N2N=C(c3ccc(F)cc3)CC2(O)C(F)(F)F)cc1 (stereo unspecified)
    34.2%[activator]	22.9	-4.9	5.3%	-30.9%	-1.8	-5.5%
- COc1ccc(Cc2nc(N)nc(N)n2)cc1
    5.9%	-10.2	-9.5	8.5%	-24.8%	-3.1	-0.1%
- CC(C)CC1NC(=S)N(C2CCCCC2)C1=O (stereo unspecified)
    26.5%	23.3	8.2	.	-24.9%	-2.2	0.4%
- COCCCNC(=S)N/N=C/c1ccc(OC)c(Br)c1
    60.2%[activator]	-8.0	?	-20.1%	-35.2%	10.9	-5.6%
- CC(/C=C/c1ccccc1F)=N\NC(=O)c1cccc(F)c1
    106.0%[activator]	64.6*	1.2	-12.0%	-33.3%	46.2*	-1.1%
- COC(=O)C1=C(C)N(Cc2ccccc2)C(=NCc2cccc(C(F)(F)F)c2)N[C@H]1c1cccc(C(F)(F)F)c1
    19.9%	12.1	.	18.6%	2.4%&-9.2%	-0.9	-7.5%
- CC(C)CNS(=O)(=O)c1ccc(CCC(=O)NC2CCCC2)cc1
    0.0%	-7.7	-16.2	0.6%	-13.3%	-2.3	0.6%
- O=c1oc(/C=C/c2ccco2)nc2sc3c(c12)CCC3
    -4.9%	-6.1	10.6	4.6%	-21.1%	14.3	?
- Cc1ccc(OCc2ccc(C(=O)Nc3nccs3)o2)cc1C
    6.3%	46.9	34.2	.	?	24.9*	-1.8%
- CCN1CCN(C(c2cccs2)C(C)NC(=O)c2ccccc2)CC1 (stereo unspecified)
    3.8%	-3.2	-12.4	-5.8%	0.7%	-1.7	-0.9%
- C=CCn1c(SCC(=O)Nc2nc3ccccc3s2)nc(O)c(CC)c1=O
    -9.8%	45.9	4.0	1.3%	-45.9%	12.3	-2.5%
- O=C1N(Cc2cccc(Cl)c2)C[C@@H]2C[C@@H](c3ccccn3)N3CCC[C@@]123
    57.1%[activator]	-13.2	-39.9	-7.0%	60.9%[activator]	-1.3	7.2%
- O=C(NNC(=O)c1cc(C(F)(F)F)cc(C(F)(F)F)c1)c1ccc(Cl)cc1
    67.9%[activator]	-3.4	-5.1	10.3%	-13.6%	-3.1	-0.4%
- COc1ccc(/C=N/NC(=O)CC(=O)NCc2cccnc2)c(OC)c1
    23.3%	-6.2	11.4	0.1%	-2.5%	1.2	-7.1%
- COc1cc(OC)cc(C(=O)NCC2CCCN(C(=O)c3oc(C)cc3C)C2)c1 (stereo unspecified)
    1.3%	-4.6	4.1	-1.9%	36.6%	-3.4	3.5%
- Cc1cccn2c(/C=N/OCc3cccc(F)c3)c(-c3ccc(Cl)cc3)nc12
    -0.6%	-6.0	4.0	1.9%	-22.4%	-3.6	-5.5%
- COc1cc(NC(=O)CN(C)S(=O)(=O)c2ccc(-c3ccc(=O)[nH]n3)s2)cc(OC)c1
    1.5%	-16.5	12.7	3.3%	-1.4%	2.7	-0.9%

Bioassay records: PubChem, National Center for Advancing Translational Sciences (NCATS)
